Source: PubChem BioAssay
rTrxR1 inhibitor = inhibitors of rat thioredoxin reductase 1; hit rate 1% among 390,000; recombinant rTrxR1, NADPH fluorescence consumption, selenite substrate; Potency, µM (titrated, usually from 114 µM), without a hit: top-dose activity change, negative = inhibition, usual class: inhibitors; AID 588453; also: potency is read from the fitted curve at half-maximal effect; % is scaled to controls: 0 for no effect and ±100 for the full control effect; nearly all actives have a fitted effect of over 65% in size
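Rat TrxR1 (90 nM in the dispensed reagent) was pre-reduced with 400 uM NADPH for 5 min at room temperature, then incubated with compound for 15 min. After 400 uM selenite was added, NADPH fluorescence (Ex 340/Em 450 nm) was followed for 8 min.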
TrxR1 substrate = rat thioredoxin reductase 1 substrate activity. Potency, µM (doses to about 114 µM), without a hit: at the highest dose activity change, negative = substrate turnover. AID 588456. O89049. purified TrxR1 substrate turnover, NADPH consumption readout. hit rate 0.01% among 390,000; also: potency is read from the fitted curve at half-maximal effect; % is scaled to controls: 0 for no effect and ±100 for the full control effect; nearly all actives have a fitted effect of over 50% in size
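Rat TrxR1, dispensed at 90 nM, was prereduced with 400 uM NADPH (final) for 5 min at ~22 deg C, then incubated with compound 15 min before 400 uM selenite. A first-read NADPH fluorescence drop versus no-compound background flagged substrates.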
mIDH1 inhibitor = inhibitors of human mutant IDH1 R132H | O75874 | IDH1-R132H enzyme, NADPH consumption, diaphorase/resazurin fluorescence | Potency, µM (doses to about 76.6 µM), for the others: at the top dose activity change, negative = inhibition, most hits filed as inhibitors | hit rate 0.093% among 390,000 | AID 602179; also: potency is read from the fitted curve at half-maximal effect; % is scaled to controls: 0 for no effect and ±100 for the full control effect; nearly all actives have a fitted effect of over 65% in size
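IDH1-R132H (0.5 ug/mL dispensed) in pH 7.5 Tris buffer was preincubated 30 min with compound, then given a substrate mix of 0.016 mM NADPH and 2 mM alpha-KG for 80 min at room temperature; remaining NADPH was read by diaphorase/resazurin fluorescence.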
D2 ag = D2 dopamine receptor (human) agonism; P14416; HEK293 T-REx D2 cells, calcium flux agonist mode; activation, % at 2 µM; hit rate 0.53% among 340,000;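 active = activation over 3 SD above normal in the single-dose calcium agonist read, cut at about 30% in these data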; also: 0% is about no effect
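Tetracycline-induced HEK293 T-REx cells with force-coupled D2 receptor, plated overnight at 30 C, loaded with no-wash calcium dye. After a 10 s baseline, compound was pin-added and calcium flux read kinetically for 180 s; calcium rises flagged agonists.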
USP1-UAF1 inh = blocks the human USP1/UAF1 deubiquitinase complex; Potency, µM (series often up to 57.1 µM), for inactives: at the top dose activity change, negative = inhibition, most hits filed as inhibitors; O94782; recombinant USP1/UAF1, Ub-Rhodamine cleavage fluorescence; hit rate 0.23% among 390,000; also: potency is read from the fitted curve at half-maximal effect; % is scaled to controls: 0 for no effect and ±100 for the full control effect; nearly all actives have a fitted effect of over 60% in size; inactives centre near -12
Target sequence (O94782 whole entry, looked up): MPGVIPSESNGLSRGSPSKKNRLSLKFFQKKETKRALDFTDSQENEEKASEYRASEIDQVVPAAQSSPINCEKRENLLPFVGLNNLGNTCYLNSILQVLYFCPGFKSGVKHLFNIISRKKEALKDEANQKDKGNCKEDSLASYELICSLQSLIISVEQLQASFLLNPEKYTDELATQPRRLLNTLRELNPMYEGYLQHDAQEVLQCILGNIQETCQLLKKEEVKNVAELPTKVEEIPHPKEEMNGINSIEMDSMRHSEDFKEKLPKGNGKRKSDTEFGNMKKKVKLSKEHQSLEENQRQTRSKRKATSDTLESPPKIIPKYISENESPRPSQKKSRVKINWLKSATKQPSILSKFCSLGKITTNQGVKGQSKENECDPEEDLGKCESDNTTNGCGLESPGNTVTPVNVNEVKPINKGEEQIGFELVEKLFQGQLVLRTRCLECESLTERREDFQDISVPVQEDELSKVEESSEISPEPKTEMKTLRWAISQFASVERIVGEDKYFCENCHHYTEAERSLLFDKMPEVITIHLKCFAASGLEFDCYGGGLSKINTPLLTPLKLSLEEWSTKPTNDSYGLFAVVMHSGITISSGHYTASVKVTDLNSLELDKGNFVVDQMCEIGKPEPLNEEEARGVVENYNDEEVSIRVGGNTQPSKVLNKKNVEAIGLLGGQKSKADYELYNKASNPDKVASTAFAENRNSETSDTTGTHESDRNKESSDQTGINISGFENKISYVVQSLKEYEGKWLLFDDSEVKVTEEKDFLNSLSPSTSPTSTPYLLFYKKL
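High-throughput fluorogenic screen: 1nM USP1/UAF1 complex, Ub-Rho substrate 150nM final, 50mM HEPES pH 7.8 with 0.5mM EDTA, 0.1 mg/ml BSA, 1mM TCEP and 0.01% Tween-20.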
D2 antag = antagonists of human D2 dopamine receptor; P14416; HEK293 TREx D2 cells, calcium flux, dopamine EC80; inhibition, % at 10 µM; hit rate 2% among 340,000; AID 485344; in the data active = inhibition above about 30%; also: 0% is about no effect
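Tetracycline-induced HEK293 TREx cells expressing D2 receptor forced-coupled to calcium signalling, loaded with no-wash calcium dye. Compounds added and calcium flux read 180 s, then dopamine added at EC80 and read a further 180 s.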
TRHR agonist = activates the human TRH receptor. P34981. TRHR cells, calcium flux fluo-8, FDSS agonist mode. activation, % at 2 µM. hit rate 0.18% among 360,000. AID 493084; in the data active = activation above about 30%; also: 0% is about no effect
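Steps: seed TRHR cells overnight; add fluo-8 no-wash Ca dye, RT 30 min–1.5 h; record 10 s baseline; pin-transfer compounds; monitor fluorescence 1 cycle/s for the agonist window. Calcium increases flag candidate agonists.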
PI4K2A block = inhibitors of human PI4K2A; Q9BTU6; purified PI4K2A, ADP-Glo luminescence, 1 h; active compounds read low; activity change, negative = inhibition, % at 76.9 µM; hit rate 0.13% among 420,000; AID 1346378; in the data active = activity change below about -50%; inconclusive = mostly about -30% to -49%;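 also: -100% = wells without enzyme as full effect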
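In this quantitative HTS, ADP production by PI4K2A was quantified luminescently after 1 h at ambient temperature; 100 microM adenosine served as plate-quality control.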
TRHR PAM = allosteric enhancers of human TRH receptor; P34981; TRHR cells, fluo-8 calcium fluorescence, EC20 TRH enhancement; enhancement, % at 2 µM; hit rate 0.66% among 360,000; in the data active = enhancement above about 30%; also: 0% is about no effect
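Enhancer read-out: after compound pinning and an initial kinetic agonist-mode read, an EC20 of TRH (10 nM final) was injected and fluo-8 calcium signal (Ex 480/Em 530) followed at 1 s/cycle for 100 cycles in TRHR-expressing cells.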
* marks the source's active call; other numbers are inactive results; ? = inconclusive; nt = not tested or not shown; [ ] = dose if it differs, or a comment. Unless noted, calls follow the shape of the dose curve; as a rule, active = well fitted inhibition curve with a large enough effect; inconclusive = small, poorly fitted or top-dose-only effect; inactive = no such curve, though single readings can be large or run the other way.

SMILES | rTrxR1 inhibitor | TrxR1 substrate | mIDH1 inhibitor | D2 ag | USP1-UAF1 inh | D2 antag | TRHR agonist | PI4K2A block | TRHR PAM
COc1cc(C)c(C(=O)Oc2cc(C)c(C(=O)O)c(O)c2C)c(O)c1C(=O)O | 12%[57.1 µM] | 10%[57.1 µM] | 7% | nt | ? | nt | -0.5 | -3 | -1
NC(=O)C1CCN(C(=O)C2CC(=O)N(c3ccc4c(c3)OCCO4)C2)CC1 (stereo unspecified) | 15% | 1% | -1% | 0.7 | -18% | 6 | 0.4 | 0 | 1
Cc1ccsc1/C=C1\CCC(C2CCCC2)C1=O (stereo unspecified) | 12% | 6% | 0% | 1.5 | -15% | 8 | -0.2 | -5 | -3
CCN(CC)CCC(c1ccc2c(c1)OCO2)c1c(OC)cc(OC)c2c(-c3ccccc3)cc(=O)oc12 (stereo unspecified) | -4% | 0% | -1% | -1.4 | -17% | 13 | 0.6 | -1 | 3
CCOC(=O)N1CCN(S(=O)(=O)c2ccc(C(=O)Nc3nc4c(s3)CC(C)CC4)cc2)CC1 (stereo unspecified) | 12% | 24% | -1% | -0.2 | -17% | -10 | 0.0 | -4 | 2
Fc1cc2[nH]c(=S)[nH]c2cc1Cl | ? | -15% | -10% | -0.2 | -19% | -13 | -0.8 | -1 | -6
CCCn1c(=O)c(C(=O)Nc2ncccc2O)c(O)c2ccccc21 | 9%[57.1 µM] | -7% | 11% | -1.6 | -20% | -4 | 0.0 | 2 | -2
CCn1c(SCC(=O)N2c3ccccc3Sc3ccccc32)nnc1-c1ccco1 | 20µM* | 9% | 3% | 0.8 | 15% | -13 | 0.5 | 1 | -2
Nc1ccc(S(=O)(=O)C(F)(F)F)cc1N | 5% | 0% | 3% | 0.9 | -18% | -1 | 0.0 | 5 | -8
Cc1cccc(Nc2nc3ccccc3n3c(N)nnc23)c1 | 5% | 14% | nt | -0.1 | ? | nt | -1.3 | -1 | 2
CCOc1ccc(N(CC(=O)NCCc2ccccc2)C(=O)CCC(=O)Nc2cc(C)ccn2)cc1 | 9%[57.1 µM] | -11% | 9% | nt | -4% | nt | -0.1 | -1 | -1
O=C(NCc1n[nH]c(=S)n1-c1cccc(C(F)(F)F)c1)c1ccco1 | -20% | -2% | 12% | -0.5 | -1% | -19 | -1.1 | 1 | 3
COc1ccc(C2=NN(C(C)=O)C(c3ccccc3)C2)cc1 (stereo unspecified) | 1%[57.1 µM] | 15% | 0% | 1.0 | -5% | -19 | -0.2 | -3 | -6
COc1ccc(C(=O)C=Cc2cccs2)c(O)c1 | 9% | -2% | -3% | nt | ? | nt | nt | -1 | nt
COc1ccc(NC(=O)CN(C)CC(=O)N(CC(C)C)c2c(N)n(CC(C)C)c(=O)[nH]c2=O)cc1 | 21% | 9% | -1% | nt | -23% | nt | nt | -6 | nt
O=C(CN1CCOCC1)Nc1ncccn1 | 2%[57.1 µM] | 4%[57.1 µM] | -5% | 0.4 | -21% | 5 | -0.1 | 9 | -5
CN(Cc1ccccc1)c1ccc2cc(S(=O)(=O)N3CCCCC3)ccc2n1 | 27%[57.1 µM] | 14%[57.1 µM] | -3% | nt | -15% | nt | 0.3 | -5 | -2
CC(C)CCNC(=O)CN(Cc1ccccc1)C(=O)CCC(=O)Nc1ccccn1 | -7%[57.1 µM] | -6%[57.1 µM] | -2% | -0.2 | -14% | 3 | 0.7 | -2 | 7
Cc1cccc(N2CCN(S(=O)(=O)c3cccs3)CC2)c1C | 17%[57.1 µM] | 4%[57.1 µM] | -1% | -0.2 | -24% | -4 | 0.5 | 3 | 2
S=C(c1ccccc1)N(c1ccccc1)c1ccccc1 | -6% | -8% | 0% | 1.0 | -24% | 12 | 0.9 | -5 | -1
N#CC(C(=O)CCN1C(=O)C2CC=CCC2C1=O)c1nc2ccccc2[nH]1 (stereo unspecified) | 3%[57.1 µM] | -13% | -2% | 1.7 | -18% | -14 | 0.0 | 3 | -1
O=C(CSc1nc(O)c(C2CCCCC2)c(=O)[nH]1)Nc1ccc(Cl)cc1 | 13%[57.1 µM] | 6%[57.1 µM] | 6% | 0.0 | -13% | -6 | -0.3 | -6 | 3
C(=N\Nc1nc2ccccc2[nH]1)/C1CCCCC1 | 17%[57.1 µM] | 5%[57.1 µM] | 1% | 2.1 | -3% | 2 | 0.9 | -3 | 2
COc1cc(CCC(=O)Nc2ccc(S(=O)(=O)N3CCOCC3)cc2)cc(OC)c1OC | 12% | 6% | 4% | nt | -8% | nt | 0.3 | 0 | 0
CC(=O)Nc1ccc(NC(=O)C(C)OC(=O)c2ccc(C)s2)cc1 (stereo unspecified) | 13%[11.4 µM] | 4%[11.4 µM] | 5% | 0.5 | -6% | -5 | -0.2 | 0 | -2

In a second layout: 10 of the compounds above.
The line under a structure holds: rTrxR1 inhibitor, TrxR1 substrate, mIDH1 inhibitor, D2 ag, USP1-UAF1 inh, D2 antag, TRHR agonist, PI4K2A block, TRHR PAM
- O=C(CN1CCOCC1)Nc1ncccn1
 : 2%[57.1 µM], 4%[57.1 µM], -5%, 0.4, -21%, 5, -0.1, 9, -5
- CN(Cc1ccccc1)c1ccc2cc(S(=O)(=O)N3CCCCC3)ccc2n1
 : 27%[57.1 µM], 14%[57.1 µM], -3%, nt, -15%, nt, 0.3, -5, -2
- CC(C)CCNC(=O)CN(Cc1ccccc1)C(=O)CCC(=O)Nc1ccccn1
 : -7%[57.1 µM], -6%[57.1 µM], -2%, -0.2, -14%, 3, 0.7, -2, 7
- Cc1cccc(N2CCN(S(=O)(=O)c3cccs3)CC2)c1C
 : 17%[57.1 µM], 4%[57.1 µM], -1%, -0.2, -24%, -4, 0.5, 3, 2
- S=C(c1ccccc1)N(c1ccccc1)c1ccccc1
 : -6%, -8%, 0%, 1.0, -24%, 12, 0.9, -5, -1
- N#CC(C(=O)CCN1C(=O)C2CC=CCC2C1=O)c1nc2ccccc2[nH]1 (stereo unspecified)
 : 3%[57.1 µM], -13%, -2%, 1.7, -18%, -14, 0.0, 3, -1
- O=C(CSc1nc(O)c(C2CCCCC2)c(=O)[nH]1)Nc1ccc(Cl)cc1
 : 13%[57.1 µM], 6%[57.1 µM], 6%, 0.0, -13%, -6, -0.3, -6, 3
- C(=N\Nc1nc2ccccc2[nH]1)/C1CCCCC1
 : 17%[57.1 µM], 5%[57.1 µM], 1%, 2.1, -3%, 2, 0.9, -3, 2
- COc1cc(CCC(=O)Nc2ccc(S(=O)(=O)N3CCOCC3)cc2)cc(OC)c1OC
 : 12%, 6%, 4%, nt, -8%, nt, 0.3, 0, 0
- CC(=O)Nc1ccc(NC(=O)C(C)OC(=O)c2ccc(C)s2)cc1 (stereo unspecified)
 : 13%[11.4 µM], 4%[11.4 µM], 5%, 0.5, -6%, -5, -0.2, 0, -2

Carrying on:
SMILES | rTrxR1 inhibitor | TrxR1 substrate | mIDH1 inhibitor | D2 ag | USP1-UAF1 inh | D2 antag | TRHR agonist | PI4K2A block | TRHR PAM
CC[C@]12C(=O)N(C)C[C@H]([C@@H]3C(=O)N(C)C(=O)[C@@H]31)N2C(=O)c1ccc(Cl)cc1 | 2%[57.1 µM] | 4%[57.1 µM] | -2% | nt | -25% | nt | nt | 0 | nt
CC(=O)Nc1ccc(S(=O)(=O)Nc2cc(-c3cn4ccccc4n3)ccc2C)cc1 | 7% | -1% | 19% | 0.8 | -17% | nt | 0.7 | -4 | 3
CCCCc1ccc(-c2c(C#N)c(N)nc3c2CCCC3)s1 | -13% | 11%[57.1 µM] | 5% | 0.1 | -17% | -21 | 0.0 | 2 | -5
CCn1cc(/C=C(\NC(=O)c2ccccc2OC)C(=O)N2CCN(C)CC2)c2ccccc21 | 6% | 1% | 9% | 0.1 | -21% | -4 | -0.2 | -1 | 2
CCC1ON(c2ccccc2)C2c3nc4ccccc4n3CC12 (stereo unspecified) | -2%[57.1 µM] | 7%[57.1 µM] | 3% | 0.3 | -1% | 36* | -0.5 | 1 | 5
O=C(NCC(c1cccs1)N1CCOCC1)c1ccccc1NS(=O)(=O)c1ccc(Cl)cc1 (stereo unspecified) | 12%[57.1 µM] | 5%[57.1 µM] | 9% | -0.8 | -14% | 4 | 0.3 | -6 | -1
COC(CNC(=O)c1cnn2c(C)c(Cc3ccccc3)c(C)nc12)OC | -11%[57.1 µM] | 23%[57.1 µM] | 3% | 0.0 | -15% | -16 | -0.4 | -7 | -8
Cc1cccc2cc(CN(CCN(C)C)C(=S)Nc3ccccc3)c(=O)[nH]c12 | -21% | -11% | 5% | -1.1 | -17% | 29 | -0.2 | -4 | 5
CC(=O)c1ccccc1NC(=O)COC(=O)c1c(C)nn(-c2ccccc2)c1C | 11% | -3% | -1% | -0.2 | -23% | 10 | -0.3 | -5 | 0
CC1Cc2ccccc2N1C(=O)C(C)n1cc(C(F)(F)F)cc(Cl)c1=O (stereo unspecified) | 12% | -2% | 2% | -1.3 | -4% | -5 | 0.7 | -3 | -5
COc1ccc([C@H]2CC(=O)C=C(c3ccc(C)c4ccccc34)C2)cc1 | 8% | -9% | 0% | -0.5 | 9% | -5 | -0.1 | 0 | 4
COc1cc(C)c(NC(=O)C(=S)N2CCCC2)cc1C | 18%[57.1 µM] | 5%[57.1 µM] | -2% | 0.0 | -16% | -6 | -0.4 | -1 | -1
COc1ccc(C(NCC(=O)Nc2c(C)cccc2C)c2ccccc2)cc1 (stereo unspecified) | 14% | 1% | 1% | 0.0 | -22% | 8 | -1.0 | -5 | -4
Cc1cc(C)nc(SCC(=O)N2CCOCC2)n1 | 17% | 9%[57.1 µM] | 1% | 0.7 | -6% | -4 | 0.3 | 5 | 9
CCC1CCc2nc3sc(C(=O)Nc4cccc(C(F)(F)F)c4)c(N)c3cc2C1 (stereo unspecified) | 11% | 3% | -3% | nt | -1% | nt | -0.9 | 0 | 0
COc1ccc(/C(N)=N/OC(=O)c2ccc(OC)c([N+](=O)[O-])c2)cc1OC | 33%[57.1 µM] | 4%[57.1 µM] | -5% | -1.8 | -3% | -24 | 1.2 | 1 | 0
CN1C(=O)CC(N2CCN(C(=O)CN3CCCC3)CC2)C1=O (stereo unspecified) | -14% | -2% | 5% | -0.8 | 0% | -1 | 0.6 | -1 | 1
